# V1R ag counter – agonists of human V1a receptor, primary screen, counter-screen for OXTR agonist project, fluorescence, CHO-V1R cells; Vasopressin V1a receptor (Homo sapiens), P37288; Fluo-8 calcium fluorescence, agonist mode; 0% DMSO, 100% 3 nM vasopressin; activation, % at 3 µM; 320,000 tested, 0.25% active; AID 2797, 2010;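 active means activation above the mean activation of all tested compounds plus 3 SD, per screening run, cut at about 20% in these data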;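 further: signal is peak over basal fluorescence ratio across a 100 second FLIPR read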
# Target sequence (P37288 whole entry, looked up): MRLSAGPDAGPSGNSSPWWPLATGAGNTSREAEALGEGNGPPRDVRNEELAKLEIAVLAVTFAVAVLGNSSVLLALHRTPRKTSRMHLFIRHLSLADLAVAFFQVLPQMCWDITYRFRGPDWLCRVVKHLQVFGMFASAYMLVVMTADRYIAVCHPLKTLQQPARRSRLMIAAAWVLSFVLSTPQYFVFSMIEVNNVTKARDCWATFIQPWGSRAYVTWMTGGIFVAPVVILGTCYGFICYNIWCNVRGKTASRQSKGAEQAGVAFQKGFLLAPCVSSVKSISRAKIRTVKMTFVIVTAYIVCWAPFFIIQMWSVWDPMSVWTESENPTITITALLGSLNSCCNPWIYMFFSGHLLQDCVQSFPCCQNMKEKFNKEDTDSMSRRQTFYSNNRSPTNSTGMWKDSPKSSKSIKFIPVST
# M1 ag – human M1 muscarinic receptor agonists, primary screen, Fluo-8 calcium fluorescence, CHO-K1 cells, HTS. activation, % at 3 µM. CHO-K1 hM1, agonist mode; 0% DMSO, 100% acetylcholine EC100. 360,000 tested, 0.33% active. AID 588814, 2011;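 active means activation above the run's mean compound activation plus 3 SD, cut at about 16% in these data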;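 further: peak over basal fluorescence ratio within a 140 s kinetic read after compound addition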
# CHO-K1 Ca PAM – nonselective calcium activators in parental CHO-K1 cells, primary screen, counter-screen for M1 PAM project, cell-based, Fluo-8 calcium fluorescence, full deck, 1536-well | AID 602247, 2012 | 360,000 tested, 0.02% active | ATP EC20; 0% at ATP EC20, 100% at ATP max | activation, % at 3 µM;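 active means activation above the run cutoff, the mean activation of all test compounds plus 3 SD, cut at about 40% in these data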;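 further: peak over basal fluorescence ratio in a 140 s read after ATP addition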
# CHO-K1 Ca ag – counter-screen for M1 agonists: effect in parental CHO-K1 cells. 360,000 tested, 0.48% active. Fluo-8 calcium fluorescence; scaled to maximal ATP response, vehicle zero. activation, % at 3 µM. AID 602248, 2012; in the data active means activation above about 15%;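 further: untransfected CHO-K1 host cells lacking M1 receptor as counterscreen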
# CHO-K1 Ca antag – counter-screen for M1 antagonists: effect in parental CHO-K1 cells; ATP-induced calcium, Fluo-8 fluorescence; inhibition, % at 3 µM; 360,000 tested, 0.6% active;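 active means inhibition above a per-plate cutoff, the plate's mean sample inhibition plus 3 SD, cut at about 24% in these data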;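 further: 0% = DMSO plus EC80 ATP and 100% = DMSO alone without ATP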
# CHO parental Ca – ATP-evoked calcium signal inhibitors, parental CHO, primary screen, counter-screen for OX1R antagonist project, cell-based, fluorescence, Fluo-8 calcium dye. parental CHO-K1, ATP-induced calcium, Fluo-8 fluorescence. inhibition, % at 5.6 µM. 330,000 tested, 0.63% active;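 active means inhibition above that plate's mean sample inhibition plus 3 SD, cut at about 26% in these data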;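 further: 0% = ATP-challenged DMSO wells and 100% = DMSO wells without ATP; some compounds past the cut are filed as inactive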
#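 Test system: untransfected parental CHO cell line; also added: ATP stimulus; dosing: 5.6 µM, single dose; signal: calcium-sensitive Fluo-8 fluorescence; measure: percent inhibition of ATP-evoked calcium rise, normalized to controls; benchmarks: low control ATP plus DMSO, high control DMSO only; replication: one well per compound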
# TAAR1 antagonist – human TAAR1 antagonists, primary screen, Fluo-8 calcium fluorescence, CHO RD-HGA16 cells. 360,000 tested, 1.5% active. antagonist. Trace amine-associated receptor 1 (Homo sapiens), Q96RJ0. inhibition, % at 3 µM;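 active means inhibition above a per-plate cutoff, the mean inhibition of test compounds on that plate plus 3 SD, cut at about 49% in these data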;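 further: 0% = DMSO plus EC80 beta-PEA response and 100% = DMSO alone without agonist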
#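 Test system: CHO RD-HGA16 cells bearing hTAAR1 | Reagent: β-PEA, EC80 | Compound dosing: 3 µM, single point | Schedule: Dye loading 75 min at 37 °C, then 30 min room temperature | Signal: Calcium fluorescence with Fluo-8 | Evaluation: Percent inhibition of PEA-evoked calcium signal, max/basal emission ratio | Control set: DMSO-only wells and EC80 β-PEA-stimulated wells | Repeats: Singlicate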
# TAAR1 agonist – human TAAR1 agonists, primary screen, Fluo-8 calcium fluorescence, CHO RD-HGA16 cells. AID 624467, 2012. vehicle wells 0%, saturating PEA agonist 100%. 360,000 tested, 0.99% active. Trace amine-associated receptor 1 (Homo sapiens), Q96RJ0. activation, % at 3 µM;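 active means activation above the mean activation of all test compounds in the run plus 3 SD, cut at about 38% in these data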
#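 Benchmarks: low control DMSO, high control PEA (EC100); System: CHO RD-HGA16 cells carrying human TAAR1 plus Gα16; Detection: Fluo-8 fluorescence, 5 s baseline then 140 s kinetic read; Schedule: 17-24 h plating, Fluo-8 75 min 37 °C, 30 min RT; Read-out basis: % activation from peak over basal fluorescence ratio, DMSO-to-PEA scaled.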
# OXTR potentiator – human OXTR potentiators, primary screen, fluorescence, CHO-OTR cells, Fluo-8 calcium. 320,000 tested, 0.061% active. activation, % at 3 µM. Fluo-8 calcium fluorescence, potentiator mode; 0% = oxytocin EC15, 100% = EC100;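 active means activation above that plate's cutoff, the mean activation of tested compounds plus 3 SD, cut at about 6.6% in these data, passing the limit was not always enough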;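 further: 100% uses oxytocin at 75 nM as the full agonist control; some results filed as inactive read as strong as hits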
# Target sequence (P30559 whole entry, looked up): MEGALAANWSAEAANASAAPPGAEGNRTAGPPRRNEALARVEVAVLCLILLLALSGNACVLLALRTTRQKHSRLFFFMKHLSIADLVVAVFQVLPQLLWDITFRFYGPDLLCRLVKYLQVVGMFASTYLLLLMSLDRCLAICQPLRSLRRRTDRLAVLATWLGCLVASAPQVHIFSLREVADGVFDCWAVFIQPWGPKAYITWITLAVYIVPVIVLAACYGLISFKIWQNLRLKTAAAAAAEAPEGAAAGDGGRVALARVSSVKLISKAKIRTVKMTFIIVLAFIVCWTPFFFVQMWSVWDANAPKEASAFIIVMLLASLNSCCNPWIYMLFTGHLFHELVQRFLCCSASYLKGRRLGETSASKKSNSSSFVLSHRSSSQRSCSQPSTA
#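 Measured by – Fluo-8 calcium dye fluorescence · Test system – human OTR in CHO cells · Dosing – one concentration, 3.0 µM compound · Controls – EC15 oxytocin alone as 0%, 75 nM oxytocin as 100% · Evaluation – normalized max/min fluorescence ratio, % activation · Timing – 6 min pre-incubation, 100 s read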
# Starred values were filed as active, the others as inactive; . = not tested or not shown. Rows were taken by chance. About 3.3% of those tested had a hit in this group.
SMILES,V1R ag counter,M1 ag,CHO-K1 Ca PAM,CHO-K1 Ca ag,CHO-K1 Ca antag,CHO parental Ca,TAAR1 antagonist,TAAR1 agonist,OXTR potentiator
CC(C)CNC(=O)Nc1ccccc1F,0.3,-8.0,19.7,0.5,5.0,-7.0,6.6,2.1,-5.8
Cc1cc(C)n(CC2CC(=O)N(c3ccccc3)C2=O)n1 (stereo unspecified),-1.2,5.1,-7.2,0.4,3.4,-6.6,-23.7,7.8,-4.2
Cc1ccc(/C=N/NC(=O)c2cccc(S(=O)(=O)Nc3cccc(Cl)c3)c2)o1,0.6,2.1,-23.2,-0.3,12.8,-12.1,-0.3,3.4,-8.1
CCCNC(=O)Cn1c(=O)/c(=C\c2ccc(-c3cccc([N+](=O)[O-])c3)o2)s/c1=C\C(=O)C(C)(C)C,1.7,-5.0,0.5,1.1,-4.4,-0.6,21.2,2.1,-11.0
CC(NC(=O)c1ccccc1)C(c1cccs1)N1CCOCC1 (stereo unspecified),0.0,-0.6,25.2,0.9,-13.3,1.4,-14.9,0.5,-3.7
O=C(NCCCN1CCCCC1)C1(S(=O)(=O)c2ccc(Cl)cc2)CC1,-0.2,-12.3,11.7,0.4,-2.9,3.0,4.8,0.9,-4.7
COc1ccccc1CCNC(=O)c1cnccn1,0.1,-5.8,16.0,0.5,-16.1,-8.1,11.2,29.1,-5.7
CCC(CC)COC(=O)C1=C(C)NC(=O)NC1c1ccc(N(C)C)cc1 (stereo unspecified),-1.4,-7.4,3.0,0.1,-9.5,-22.5,-23.1,-2.4,-5.2
O=C(NC1CCCCC1)NC1CCN(S(=O)(=O)c2ccc3c(c2)OCCO3)CC1,-0.2,-2.1,15.8,0.1,-5.8,-5.1,-5.9,9.9,4.2
Cc1cnn(-c2nc(-c3ccccc3)cc(-c3ccccc3)n2)c1,.,-7.3,14.4,0.1,-1.7,.,26.4,1.3,.
COc1ccc2ccccc2c1CNC(C)c1ccccc1 (stereo unspecified),1.3,-1.0,-12.1,0.9,4.1,-25.4,-0.8,-0.3,-3.7
CCCc1nc2ccc(Cl)cn2c1Cc1ccccc1OC,.,-7.1,-8.5,-0.6,13.2,.,-16.4,2.9,.
NS(=O)(=O)c1ccc(CCNC(=O)C2CCN(C(=O)Nc3ccccc3)CC2)cc1,0.9,-1.4,3.7,0.5,-0.6,-5.1,8.3,0.5,1.3
O=C(CC(=O)Nc1ccccc1C(F)(F)F)Nc1ccccc1C(F)(F)F,1.4,-0.4,2.6,0.0,-18.6,-3.9,4.2,-0.4,-10.3
CC(C)C(c1nnnn1CCc1ccccc1)N1CCOCC1 (stereo unspecified),-0.1,-4.1,16.8,0.2,-6.8,-3.5,-19.7,10.4,-12.4
Cc1ccc(S(=O)(=O)N(CC(=O)N2CCc3ccccc3C2)c2ccc(Cl)c(Cl)c2)cc1,1.7,-6.7,21.7,0.5,-16.8,-20.8,-21.7,0.0,-15.1
Cc1cc(OCC(=O)Nc2ccc(CN3CCOCC3)cc2)c2c(C)c(C)c(=O)oc2c1,3.8,-4.4,6.6,4.3,3.9,-16.3,-25.4,1.3,-5.7
COc1ccccc1CNS(=O)(=O)c1ccc(NC(C)=O)cc1,5.2,1.3,-1.1,6.2,-12.2,-0.8,20.8,14.2,-6.3
O=C(Nc1ccc2ccccc2c1)N1CCN(c2ncccc2C(F)(F)F)CC1,0.9,-3.2,-2.9,0.2,-6.7,-0.4,8.9,2.4,-3.3
Cc1oc(-c2ccc(Cl)cc2)nc1CS(=O)CC(=O)NCCCN1CCOCC1 (stereo unspecified),-0.5,-5.0,14.5,0.3,-22.0,-9.8,-14.6,3.0,4.9
C#CCN(C[C@H]1[C@H](OC(=O)NCC2CCCCC2)[C@H](OC(=O)NCC2CCCCC2)C[C@@H](C(=O)OC)[C@H]1C(=O)OC)S(=O)(=O)c1ccc(C)cc1,.,-4.4,20.5,0.9,-18.1,.,-7.0,29.6,.
CCN(CC)CCNC(=O)c1cc(-c2ccco2)nc2ccccc12,1.0,-4.5,23.5,0.3,-15.7,-19.2,13.8,9.1,-9.9
CN(CC(=O)Nc1ccccc1Cl)C(=O)COC(=O)C1=COCCO1,0.2,-0.5,-18.1,0.5,5.8,7.1,-7.7,1.2,-5.4
CN(Cc1cnn(C)c1)C(=O)C1CCC(=O)N(Cc2cccc(F)c2)C1 (stereo unspecified),0.2,-2.4,-11.8,0.3,-2.6,-8.1,-16.2,1.7,-1.7
Cc1ccc(C(=O)N(CC(=O)NC2CCCC2)c2ccccc2C)s1,-2.0,-3.6,3.3,0.7,4.5,-23.1,-7.4,-0.4,-2.5
CCc1ccc(CN2CCCC(CNS(=O)(=O)c3ccc(OC)cc3)C2)cc1 (stereo unspecified),2.7,-5.6,16.1,1.5,-19.0,-27.4,10.6,0.4,-13.6
COc1ccc(/C(O)=C2\C(=O)C(=O)N(c3cc(C)on3)C2c2ccccc2OC)cc1 (stereo unspecified),-0.2,-3.6,-0.1,-0.2,-2.6,8.2,-15.6,0.3,-7.1
COc1ccc(C)cc1NC(=O)C1CCN(C(=O)Cc2ccccc2)CC1,0.2,-1.9,-13.0,0.1,-0.5,-14.6,-21.7,0.6,9.3
CN(CC(=O)Nc1ccc(F)c(F)c1F)C(=O)c1ccc(N2CCCC2=O)cc1,0.7,1.2,9.6,0.2,3.0,-13.0,-5.7,0.2,4.0
Cc1csc(NC(=O)Cn2nc(C)c([N+](=O)[O-])c2C)n1,-0.5,-3.1,6.2,1.0,-8.0,-8.7,19.9,5.4,-13.7
CCCc1nc2c(s1)CCc1onc(-c3ccc(OC)cc3)c1-2,-0.8,-8.4,10.9,-0.7,-10.8,-38.7,27.3,-0.6,-1.1
CC(=O)N1CCOc2ccc(S(=O)(=O)NCc3ccc(C)cc3)cc21,6.2,2.3,19.5,8.6,-14.8,10.4,-10.1,4.1,-4.7
S=C(NCCc1ccccc1)N1CCN(C(=S)NCCc2ccccc2)CC1,.,-1.1,11.7,1.5,-2.7,.,-2.4,6.7,.
O=C1NC(Cc2ccccc2)c2nc3ccccc3c(=O)n2-c2cc3ccccc3cc21 (stereo unspecified),.,-6.7,7.9,2.8,-3.5,.,43.4,6.4,.
CN(Cc1ccccc1)C(=O)c1[nH]cnc1C(=O)Nc1ccccc1F,.,0.2,0.9,6.4,10.1,.,4.1,0.5,.
Cc1nc2ccc(NC(=O)C3CCCCC3)cc2s1,-0.3,0.4,-5.6,0.3,2.2,-20.7,-9.1,0.5,1.5

# Next section (2 carried over from the part before).
SMILES,V1R ag counter,M1 ag,CHO-K1 Ca PAM,CHO-K1 Ca ag,CHO-K1 Ca antag,CHO parental Ca,TAAR1 antagonist,TAAR1 agonist,OXTR potentiator
CN(Cc1ccccc1)C(=O)c1[nH]cnc1C(=O)Nc1ccccc1F,.,0.2,0.9,6.4,10.1,.,4.1,0.5,.
Cc1nc2ccc(NC(=O)C3CCCCC3)cc2s1,-0.3,0.4,-5.6,0.3,2.2,-20.7,-9.1,0.5,1.5
C=CCN(c1ccccc1)S(=O)(=O)c1ccc(Cl)c(C(=O)OCC(=O)NCCCN2CCCC2=O)c1,-1.0,-7.1,-8.6,0.4,-3.7,-16.1,-24.6,3.7,-0.4
CCOc1ccc(CNc2nc3ccccc3n2C)cc1,1.1,-7.5,-11.8,-0.1,-2.7,-5.8,-6.8,8.0,-23.1
COCCNC(=S)NN=C1CCCCC1,0.3,-4.5,14.0,-0.1,-9.1,7.8,-5.2,0.9,-17.6
Cc1cccc(N2CCN(C(=O)COc3ccc4c(C)cc(=O)oc4c3C)CC2)c1C,-0.7,-3.8,5.0,4.6,-9.2,-12.6,24.1,-1.2,-10.0
COc1ccc(NC(=O)CSc2nc3nc(-c4cccs4)cc(C(F)(F)F)c3c(=O)[nH]2)c(OC)c1,-0.1,-3.7,3.1,-0.2,-2.2,-9.1,-20.0,-0.3,-1.1
CCSc1nnc(NC(=O)Nc2cccc(C)c2)s1,5.3,2.4,-24.3,5.3,20.6,22.4,-8.6,11.2,-4.6
COc1ccc(NC(=O)c2ccccc2Oc2ccccc2)cc1,-1.1,-3.2,-9.6,0.0,2.7,-27.9,6.5,-1.6,-3.3
CCOc1ccc(N(CC(=O)Nc2c(C)n(C)n(-c3ccccc3)c2=O)S(=O)(=O)c2ccc(F)cc2)cc1,.,-5.7,1.9,0.1,-5.5,.,-16.2,1.2,.
Cc1ccccc1-n1nnnc1SC(C)C(=O)Nc1ccc(N2CCN(C)CC2)cc1 (stereo unspecified),1.4,-4.8,5.4,0.1,-8.5,-26.5,-0.4,25.8,-8.9
CCCOc1ccc(/C=N/NC(=O)c2ccc(Cn3cc([N+](=O)[O-])cn3)o2)cc1,7.3,-0.7,-5.5,1.8,-5.4,-23.1,3.0,5.6,-3.4
O=C1c2ccccc2NC(c2ccccc2O)N1O (stereo unspecified),0.1,-1.9,-14.2,0.7,-10.7,5.8,-2.8,0.1,-8.7
COc1ccc(-c2cc(C(F)(F)F)n3nc(C(=O)N4CCOCC4)c(Cl)c3n2)cc1,-0.3,-2.4,5.9,-0.3,4.3,-5.4,-6.5,2.7,6.3
CC(C)(C)NCCOCCOc1ccccc1-c1ccccc1,0.4,-10.4,30.8,1.9,-7.0,-8.5,-13.7,1.9,-12.6
CC(NCCC(Cc1ccccc1)c1ccco1)c1ccccc1 (stereo unspecified),6.3,-1.4,16.9,7.3,-8.6,-2.1,-7.1,2.9,-20.3
Cc1nn(C(C)C(=O)NCCCN2CCCCCC2)c(=O)c2cc3sccc3n12 (stereo unspecified),0.2,-5.5,12.6,0.5,-23.7,-12.1,-29.9,-0.3,-0.2
C=CCN1C(=O)/C(=C\c2ccc(C)cc2)N=C1SCC(=O)NCCC,0.2,-1.9,19.2,0.7,-8.4,-19.2,-14.9,4.7,4.2
